Screening results from PubChem.
HEK293 tox – qHTS of GLP-1 Receptor Inverse Agonists: Cytotox Screen; HEK293 cAMP-luciferase reporter cells, luminescence, 24 h; Potency, µM (top dose mostly 38.3 µM), for inactives: at the highest dose activity change, negative = inhibition, hits mostly inhibitors; 410,000 tested, 0.13% active;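 also: loss of luciferase light is scored as toxicity; potency is read from the fitted curve at half-maximal effect; % is scaled to controls: 0 for no effect and ±100 for the full control effect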
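Luminescence readout: signal drop marks cytotoxicity. Plated cells grew 12 h at 37 °C, 5% CO2, received 23 nL compound for 24 h, then got luciferase reagent, read after 12 min at RT.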
IL-1B inflam inh – qHTS for Inhibitors of Inflammasome Signaling: IL-1-beta AlphaLISA Primary Screen; THP-1 LPS/ATP IL-1B secretion, AlphaLISA, 16 h; active compounds read low; activity change, % at 57.5 µM; 360,000 tested, 4.7% active; in the data active = activity change below about -50%; inconclusive = mostly about -30% to -49%; also: % is scaled to controls: 0 for no effect and ±100 for the full control effect
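Secreted IL-1B measured by AlphaLISA bead assay after 16 h compound exposure of THP-1 cells; compounds (final up to 57.5 uM) added 1 h before LPS (250 ng/mL) and ATP (1.25 mM) stimulation; lower signal means less secretion.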
HT1080 IDH1KD tx – qHTS for induction of synthetic lethality in tumor cells producing 2HG: qHTS for the HT-1080-IDH1KD cell line; 360,000 tested, 2% active; AID 686971, 2013; Potency, µM (top dose mostly 46.1 µM), inactives show top-dose activity, negative = toxicity, hits mostly cytotoxic; HT-1080 IDH1 knockdown viability, ATP luminescence, 48 h;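 also: potency is read from the fitted curve at half-maximal effect; 0% = DMSO wells and -100% = cell-free medium wells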
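Using the IDH1-knockdown HT-1080 line run in the same batch and compound series as the NT line, viability after 48 h at 37 °C was determined by CellTiter-Glo luminescence and expressed as % activity.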
KB-3-1 tox – qHTS assay for MDR1-selective chemotherapeutics: Primary screen using the parental adenocarcinoma cell KB-3-1 | KB-3-1 viability, CellTiter-Glo ATP luminescence, 72 h | Potency, µM (doses to about 46.1 µM), for inactives: top-dose activity change, negative = cytotoxic, actives largely listed as cytotoxic | 400,000 tested, 1.4% active | AID 1347075, 2019; also: potency is read from the fitted curve at half-maximal effect; % is scaled to controls: 0 for no effect and ±100 for the full control effect; nearly all actives have a fitted effect of over 60% in size
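Parental KB-3-1 viability, qHTS format: 72 h compound exposure, 37 °C; CellTiter-Glo; media-only wells and DMSO plates as controls; concentration-effect fits on corrected data.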
DRD3 agonist – qHTS of D3 Dopamine Receptor Agonist: qHTS; D(3) dopamine receptor (Homo sapiens), P35462; D3R DiscoveRx beta-arrestin cells, luminescence, 90 min; max activation, %; 410,000 tested, 0.58% active; AID 652048, 2013; in the data active = max activation above about 30%; also: 0% is about no effect; mostly tested at two doses, the higher about 12 µM
Target sequence (P35462 whole entry, looked up): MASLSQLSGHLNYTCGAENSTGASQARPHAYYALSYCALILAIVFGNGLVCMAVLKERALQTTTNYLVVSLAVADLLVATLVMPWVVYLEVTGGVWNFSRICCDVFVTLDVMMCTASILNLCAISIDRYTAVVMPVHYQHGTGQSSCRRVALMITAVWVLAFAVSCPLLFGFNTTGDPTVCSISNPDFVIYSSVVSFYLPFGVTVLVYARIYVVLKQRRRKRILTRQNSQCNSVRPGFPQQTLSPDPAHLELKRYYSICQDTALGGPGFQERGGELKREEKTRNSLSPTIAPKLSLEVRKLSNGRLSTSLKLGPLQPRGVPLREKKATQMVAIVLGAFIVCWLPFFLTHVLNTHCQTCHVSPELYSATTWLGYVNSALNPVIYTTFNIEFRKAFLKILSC
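Cells at 1500/well, incubated overnight, then treated with pinned compounds (dopamine as control) for 90 min at 37 degrees C. DiscoveRx reagent added for 30 - 60 minutes at room temperature; luminescence read.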
MCF10A rerep – A quantitative high throughput screen for small molecules that induce DNA re-replication in MCF 10a normal breast cells. MCF 10A DNA re-replication, Hoechst nuclear intensity, 48 h. Potency, µM (series often up to 46.1 µM), inactives show at the highest dose activity, positive = re-replication, usual class: activators. 350,000 tested, 2.9% active. AID 624296, 2012; also: potency is read from the fitted curve at half-maximal effect; % of control where 0% means no effect; nearly all actives have a fitted effect of over 50% in size
KB-V1 MDR tox – qHTS assay for MDR1-selective chemotherapeutics: Primary screen using the drug-selected MDR subline cells KB-V1; KB-V1 MDR cells viability, CellTiter-Glo, 72 h; Potency, µM (doses to about 46.1 µM), without a hit: top-dose activity change, negative = cytotoxicity, actives largely listed as cytotoxic; 400,000 tested, 3.4% active; AID 1347076, 2019; also: potency is read from the fitted curve at half-maximal effect; % is scaled to controls: 0 for no effect and ±100 for the full control effect; nearly all actives have a fitted effect of over 60% in size
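Readout: CellTiter-Glo luminescence, 10 min after addition. Cells: KB-V1 MDR subline, 72 h at 37 degrees C with compound. Analysis: corrected, normalized data fitted to concentration-effect curves.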
SW480 rerep – A quantitative high throughput screen for small molecules that induce DNA re-replication in SW480 colon adenocarcinoma cells; Potency, µM (top dose mostly 46.1 µM), without a hit: at the top dose re-replication activation, usual class: activators; SW480 DNA re-replication, Hoechst DNA content imaging, 48 h; 340,000 tested, 1.8% active; AID 624297, 2012; also: potency is read from the fitted curve at half-maximal effect; % of control where 0% means no effect; nearly all actives have a fitted effect of over 55% in size
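Treated cells incubate 48 hr (37 C, 5% CO2), are stained 40 min with Hoechst, and nuclear fluorescence is enumerated; a rise in nuclei with high DNA signal marks re-replication.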
HT1080-NT tox – qHTS for induction of synthetic lethality in tumor cells producing 2HG: qHTS for the HT-1080-NT fibrosarcoma cell line. HT-1080-NT fibrosarcoma viability, CellTiter-Glo ATP luminescence, 48 h. Potency, µM (titrated, usually from 46.1 µM), for the others: at the top dose activity, negative = less viability, usual class: cytotoxic. 360,000 tested, 1.6% active;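 also: NT is the 2HG producing partner of a matched IDH1 knockdown line; potency is read from the fitted curve at half-maximal effect; 0% = DMSO-treated cells and -100% = media-only wells without cells; nearly all actives have a fitted effect of over 55% in size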
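Toxicity toward the 2HG-producing NT line was scored as %Activity, normalised to DMSO and no-cell wells, from CellTiter-Glo luminescence after 48 hours' treatment.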
Starred values were filed as active, the others as inactive; ? = inconclusive; . = no result given; & = joins results of further samples; [ ] = remark or other dose. Unless noted, calls follow the shape of the dose curve; as a rule, active = well fitted curve in the direction sought with a large enough effect; inconclusive = small, poorly fitted or top-dose-only effect, or another doubt; inactive = no such curve, though single readings can be large; an effect the other way counts as inactive or inconclusive.

SMILES | HEK293 tox | IL-1B inflam inh | HT1080 IDH1KD tx | KB-3-1 tox | DRD3 agonist | MCF10A rerep | KB-V1 MDR tox | SW480 rerep | HT1080-NT tox
CCOC(=O)N1CCN(C(=O)CCn2nc(-c3ccccc3)ccc2=O)CC1 | 0% | -3 | 10% | 12% | 8 | 2% | -22% | -11% | 9%
CP(C)(=O)CCP(=O)(c1ccccc1)c1ccccc1 | 1%[1.53 µM] | 14 | 1% | 21% | 5 | -13% | -3% | -2% | 3%
Cc1ccc(S(=O)(=O)/N=C(\CN2CCCCC2)N2CCOCC2)cc1 | 4% | -7 | 9% | 0% | -5 | 13% | 0% | -9% | -1%
COc1cc2nc(CN3C(=O)c4ccccc4C3=O)oc(=O)c2cc1OC | -7% | 10 | 16% | 1% | 2 | -2% | ? | -1% | 22%
CCOC(=O)c1c(NC(=O)C2CCCO2)sc(C)c1C (stereo not given) | -1% | 0 | -16% | 4% | 6 | 4% | -28% | -10% | 1%
Cc1ccc(C(=O)CSc2nccn2-c2ccccc2)cc1 | -10% | 2 | 14% | -3% | 1 | ? | ? | 4% | 17%
Cc1cc(C)cc(NS(=O)(=O)c2ccc(-c3cc(C)no3)s2)c1 | ? | . | . | 3.3µM* | -11 | . | ? | . | .
CCN(CCNC(=O)c1ccc(C#N)cc1)c1cccc(C)c1 | 12% | ? | -4% | -1% | -6 | 15% | ? | 2% | -9%
CCc1ccc(-n2nnnc2SCC(=O)Nc2ccc(NC(C)=O)cc2)cc1 | -14% | 0 | -27% | -9% | 1 | 21% | -16% | 2% | ?
CCOc1c(Br)cc(CNc2ccc(N3CCN(C(C)=O)CC3)cc2)cc1OC | -10% | ? | -12% | -26% | 2 | 6% | -22% | 23% | -19%
Cc1c(Cl)cccc1Nc1ccccc1C(=O)O | 3% | 23 | -12% | 0% | 1&1 | ? | 5% | -3% | 7%
COc1cc(-c2n[nH]c(=S)n2Cc2ccccc2)cc(OC)c1OC | 0% | 2 | 3% | 0% | 3 | 11% | -2% | -2% | 6%
COc1ccc(C2CC(=O)C3=C(C2)NC(C)=C(C(=O)Nc2ccccc2C)C3c2coc3ccc(C)cc3c2=O)cc1OC (stereo not given) | -47% | -10 | ? | -5% | -22 | 7% | 1% | 11% | -26%
Cc1cc(C(=O)CCC(=O)N2CCN(c3ccccc3)CC2)c(C)s1 | 4% | -3 | 1% | 3% | 6 | 17% | 2% | -76%[inhibitor] | -3%
CC(Oc1ccc(Br)cc1)C(=O)Nc1ccc(S(=O)(=O)Nc2nccs2)cc1 (stereo not given) | -1% | 11 | -8% | 6% | 3 | -3% | 10% | 21% | -2%
Cc1ccc(S(=O)(=O)CCC(=O)NCCN2C(=O)S/C(=C\c3ccccc3)C2=O)cc1 | -6% | ? | -12% | -1% | 8 | ? | 12µM* | -22% | -8%
O=C(CN1CCN(C/C=C/c2ccccc2)CC1)Nc1ccc(F)cc1F | -4% | -16 | -1% | 11% | -12 | 1% | ? | -13% | -4%
COc1ccc(Cn2c(CO)cnc2SCC(=O)Nc2ccc3c(c2)OCCO3)cc1 | -10% | . | . | 4% | -1 | . | 8% | . | .
Clc1ccc(Nc2ccccc2)nn1 | -4% | -10 | 3% | 3% | -9 | 2% | -7% | -8% | 20%
CCOP(=O)(OCC)c1nc(-c2ccc(Br)cc2)oc1N1CCCCC1 | 1% | -14 | 10% | -1% | 3 | 2% | 1% | -8% | 11%
O=C(Nc1cccnc1)c1cnn2cccnc12 | 13% | -14 | 5% | 5% | 2 | 23% | 1% | 6% | 11%
COCCNC(=S)NC1CC2CCC(C1)N2Cc1ccccc1 (stereo not given) | -4% | -8 | 26% | 0% | -12 | -15% | -18% | -8% | 1%
O=C(COc1cccnc1[N+](=O)[O-])NCCc1ccccc1 | -4% | 0 | -2% | -14% | -4 | -2% | -2% | -4% | 3%
COc1cccc(CNC(=O)c2cc(-c3ccc(Cl)s3)nc3ccccc23)c1 | -5% | . | . | 7% | 7 | . | 9% | . | .
Cc1ccc[n+](C(C)C(=O)Nc2ccc(C)c(C)c2)c1 (stereo not given) | 8% | -16 | -12% | -3% | -27 | 0.23µM* | 15% | -27% | 2%
O=C(CN1CCN(C(=O)CCC(=O)N2CCC(c3ccccc3)=N2)CC1)Nc1ccc(F)cc1 | -3% | -9 | -3% | ? | -12 | 1% | ? | ? | -15%
COCCNS(=O)(=O)c1cccc2cccnc12 | 13% | 9 | -1% | -2% | 1 | 1% | -14% | 1% | 0%
COCCOC(=O)C1=C(C)Nc2nc(C)nn2C1c1ccccc1 (stereo not given) | -5% | -2 | 8% | 0% | 0 | 5% | -2% | -2% | 14%
COc1ccc(CNC(=O)Cc2cn(C)c3ccccc23)c(OC)c1 | -3% | 7 | 1% | 8% | -7 | -3% | 13% | -7% | -7%
Cc1sc2ncnc(NCC(c3ccco3)N3CCCC3)c2c1C (stereo not given) | 0% | 17 | 1% | -24% | -18 | ? | 0% | 13% | -19%

Further compounds follow.
SMILES | HEK293 tox | IL-1B inflam inh | HT1080 IDH1KD tx | KB-3-1 tox | DRD3 agonist | MCF10A rerep | KB-V1 MDR tox | SW480 rerep | HT1080-NT tox
O=C(c1ccccc1)N1N=C(c2ccccc2)CC1c1ccccc1 (stereo not given) | -20% | -10 | -11% | 0% | 6 | 30% | -18% | ? | -22%
O=S(=O)(Nc1ccc2cn[nH]c2c1)c1ccc(C(F)(F)F)cc1 | 5% | 12 | -1% | -7% | -20 | 15% | -5% | 1% | -10%
CC(=O)N1CCc2cc(S(=O)(=O)N3CCOCC3)ccc21 | -7% | 10 | 4% | 10% | 0 | -5% | 13% | -11% | 12%
CCCCOCCCNC(=O)N[C@H](C(=O)O)C(C)CC (stereo not given in full) | 8% | 36 | 13% | 6% | -6 | -2% | 26% | 22% | -13%
O=C(CSc1nc2ccccc2c(=O)n1CCCN1CCOCC1)c1c[nH]c2ccccc12 | ? | -110* | ? | -1% | 4 | ? | ? | ? | ?
O=C(NCc1cccnc1)c1ccc(NS(=O)(=O)c2ccccc2)cc1 | -6% | -2 | -4% | 15% | -4 | 3% | 5% | -3% | -1%
O=C(CN1CCCC1)Nc1ccc(OC(F)(F)F)cc1 | 1% | 3 | 9% | 4% | -1 | 5% | -4% | 54% | -2%
Cc1ccccc1OCC(=O)Nc1ccccc1C(=O)OCc1cc(=O)n2nc(C3CC3)sc2n1 | 6% | . | . | -3% | 4 | . | 9% | . | .
NC1=NC(=Nc2ccc(S(=O)(=O)N3CCOCC3)cc2)c2ccccc21 | 2% | -51* | -13% | -8% | -1 | ? | -1% | ? | -9%
CCN(CC)S(=O)(=O)c1cccc(NC(=O)COC(=O)C2CC3C=CC2C3)c1 (stereo not given) | 3% | 1 | 0% | -2% | -3 | 1% | -23% | 12% | -5%
O=C(CCNS(=O)(=O)c1ccc(Br)s1)NCc1ccccc1 | 1% | 18 | 2% | -1% | 0 | 3% | 2% | 9% | 2%
O=C(CN(Cc1ccccc1)C(=O)CCC(=O)Nc1ccccn1)NCc1ccco1 | -1% | 0 | 9% | -3% | 2 | 11% | ? | 0% | 9%
CCCCCCCNC(=O)C1(CC2CC(c3ccccc3)=NO2)CCNCC1 (stereo not given) | 9% | ? | -9% | ? | 3 | ? | 18% | -3% | ?
O=C(Nn1c(-c2ccc(Br)cc2)nc2ccccc2c1=O)c1cccnc1 | 14% | 23 | -8% | -1% | -9 | -4% | 1% | 6% | 4%

Compounds from the list above that have a thiophene ring, fused or not:
SMILES | HEK293 tox | IL-1B inflam inh | HT1080 IDH1KD tx | KB-3-1 tox | DRD3 agonist | MCF10A rerep | KB-V1 MDR tox | SW480 rerep | HT1080-NT tox
CCOC(=O)c1c(NC(=O)C2CCCO2)sc(C)c1C (stereo not given) | -1% | 0 | -16% | 4% | 6 | 4% | -28% | -10% | 1%
Cc1cc(C)cc(NS(=O)(=O)c2ccc(-c3cc(C)no3)s2)c1 | ? | . | . | 3.3µM* | -11 | . | ? | . | .
Cc1cc(C(=O)CCC(=O)N2CCN(c3ccccc3)CC2)c(C)s1 | 4% | -3 | 1% | 3% | 6 | 17% | 2% | -76%[inhibitor] | -3%
COc1cccc(CNC(=O)c2cc(-c3ccc(Cl)s3)nc3ccccc23)c1 | -5% | . | . | 7% | 7 | . | 9% | . | .
Cc1sc2ncnc(NCC(c3ccco3)N3CCCC3)c2c1C (stereo not given) | 0% | 17 | 1% | -24% | -18 | ? | 0% | 13% | -19%
O=C(CCNS(=O)(=O)c1ccc(Br)s1)NCc1ccccc1 | 1% | 18 | 2% | -1% | 0 | 3% | 2% | 9% | 2%
